Screening results (PubChem BioAssay)
AGP1-GFP MLPCN = yeast TOR pathway AGP1-GFP modulation. S. cerevisiae AGP1-GFP multiplex flow cytometry, 3 h; GFP as percent of DMSO wells. GFP response vs DMSO, % at 10 µM. actives 0.02% (n = 320,000);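 active = GFP response relative to DMSO above a set limit, near screen average plus 3 SD, cut at about 150% in these data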;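 also: median GFP channel fluorescence of the gated AGP1 strain per well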
CIT2 TOR yeast = modulators of TOR pathway CIT2-GFP in S. cerevisiae; S. cerevisiae CIT2-GFP strain, flow cytometry, 3 h; 100 means same as DMSO wells; GFP response vs DMSO, % at 10 µM; actives 0.065% (n = 320,000);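 active = GFP response relative to DMSO above a set limit, near the screen mean plus 3 SD, cut at about 150% in these data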;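 also: ratio of well median GFP fluorescence to mean of DMSO wells on the plate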
VLA-4 inh = inhibition in a human VLA-4 binding assay. VLA-4 expressing cells, ligand binding flow cytometry. inhibition, % (about 7 µM as worked out from the volumes in the protocol). actives 0.2% (n = 330,000). AID 2557; in the data active = inhibition above about 50%
Bcl-xL primary = blocks human Bcl-xL binding to Bim BH3 peptide; GST-Bcl-xL / FITC-Bim BH3 peptide fluorescence polarization; inhibition, % at 10.9 µM; actives 0.7% (n = 320,000); AID 2129;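 active = inhibition above the mean of all tested compounds plus 3 SD, cutoff set per campaign, cut at about 30% in these data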;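 also: 0% = DMSO wells and 100% = unlabeled Bim-BH3 peptide competitor; inhibitors lower millipolarization by displacing the labeled peptide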
Target sequence (Q07817 whole entry, looked up): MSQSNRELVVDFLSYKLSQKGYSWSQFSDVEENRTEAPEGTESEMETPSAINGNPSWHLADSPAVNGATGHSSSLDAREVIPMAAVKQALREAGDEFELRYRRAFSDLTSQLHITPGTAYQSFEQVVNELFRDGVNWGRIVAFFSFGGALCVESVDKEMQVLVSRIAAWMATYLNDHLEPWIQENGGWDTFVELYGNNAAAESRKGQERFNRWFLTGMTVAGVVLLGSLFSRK
MCL1-BIM inh = disrupts human MCL1 binding to BIM-BH3 peptide; inhibition, % at 10.9 µM; GST-MCL1 / FITC-Bim-BH3 fluorescence polarization; Q07820; actives 0.68% (n = 320,000);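 active = inhibition above the mean inhibition of all tested compounds plus 3 SD, set per campaign, cut at about 40% in these data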;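 also: 0% = DMSO wells and 100% = unlabeled Bim-BH3 peptide control; higher means more loss of mP so more displacement of Bim peptide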
Yeast superoxide = lowers age-related superoxide in aged yeast cells; S. cerevisiae aged cells, superoxide DHE fluorescence; stronger effect = lower value; superoxide response (% of plate mean), % at 10 µM; actives 0.18% (n = 330,000); AID 2690;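 active = superoxide response under a set limit, about three screen SD below normal, cut at about 65% in these data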;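 also: yeast aged for seven days with compound at 30 °C before DHE staining; 100% = average MFI of all compound-treated wells on the plate with controls excluded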
MEX-5 binding = C. elegans MEX-5 TCR-2 RNA binding activity. Q9XUB2. MEX-5/FITC-TCR2 RNA binding, fluorescence polarization; stronger effect = lower value. activity score (negative = inhibition of binding), % at 10 µM. actives 0.38% (n = 300,000);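 active = inhibition past about -25% in most replicates, and total fluorescence under double the plate's negative control median, limit read from the data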;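 also: 0% = DMSO and -100% = 5 µM competing unlabeled TCR2 RNA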
GLD-1 TGE inh = GLD-1-TGE RNA interaction inhibition (C. elegans). purified GLD-1 + fluorescein TGE RNA, fluorescence polarization. inhibition, % at 5.96 µM. actives 0.44% (n = 320,000). AID 2280;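 active = percent inhibition above a per-plate cutoff, the plate mean of test compounds plus 3 SD, cut at about 30% in these data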;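 also: 0% = DMSO wells with GLD-1 and probe and 100% = wells lacking GLD-1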
GRK2 aptamer HTS = inhibitors of human GRK2 displacing RNA aptamer; P25098; bead flow cytometry, FAM-aptamer displacement from GRK2; inhibition of aptamer binding, % at 10 µM; actives 0.59% (n = 330,000); AID 488847;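 active = inhibition of aptamer binding above 40%, roughly 3 SD of noise, on plates passing a quality check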;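 also: median bead fluorescence of bound FAM aptamer so fluorescent compounds give negative values; no value below 0 was filed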
Target sequence (P25098 whole entry, looked up): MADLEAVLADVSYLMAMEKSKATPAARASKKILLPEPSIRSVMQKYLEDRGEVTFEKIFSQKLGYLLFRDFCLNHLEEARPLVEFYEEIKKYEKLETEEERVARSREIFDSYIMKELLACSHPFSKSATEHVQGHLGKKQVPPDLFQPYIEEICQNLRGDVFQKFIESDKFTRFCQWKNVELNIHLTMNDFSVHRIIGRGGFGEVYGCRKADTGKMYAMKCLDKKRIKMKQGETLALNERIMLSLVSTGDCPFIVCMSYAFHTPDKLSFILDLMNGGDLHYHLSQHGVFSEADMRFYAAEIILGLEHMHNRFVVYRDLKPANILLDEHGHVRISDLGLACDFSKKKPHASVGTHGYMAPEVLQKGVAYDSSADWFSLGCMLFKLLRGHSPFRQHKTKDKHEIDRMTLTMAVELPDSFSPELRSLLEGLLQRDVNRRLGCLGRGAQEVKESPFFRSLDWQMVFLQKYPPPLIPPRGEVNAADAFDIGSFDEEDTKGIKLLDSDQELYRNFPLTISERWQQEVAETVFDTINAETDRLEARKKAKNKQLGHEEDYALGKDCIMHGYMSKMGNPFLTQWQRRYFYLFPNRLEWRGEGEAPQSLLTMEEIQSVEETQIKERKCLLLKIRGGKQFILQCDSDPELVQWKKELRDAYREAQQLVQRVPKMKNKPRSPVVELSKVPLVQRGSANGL
* = called active by the depositor; . = not tested or not shown. This is a random part of the collection (roughly 2.1% active in at least one column).

structure	AGP1-GFP MLPCN	CIT2 TOR yeast	VLA-4 inh	Bcl-xL primary	MCL1-BIM inh	Yeast superoxide	MEX-5 binding	GLD-1 TGE inh	GRK2 aptamer HTS
CC(C)(C)OC(=O)C[C@@H]1C/C=C\C[C@H](CC(=O)N[C@@H](CO)Cc2ccccc2)C(=O)N[C@H](C(C)(C)C)COC1=O	99	97	6	.	.	82	.	-1	0
COC(=O)c1ccc(/C=N/n2c(C)nc3ccccc3c2=O)cc1	98	96	41	0	-9	105	0.1	5	0
CCCCn1c(SCC(=O)c2ccc3c(c2)OCCO3)nnc1-c1ccoc1C	103	93	21	2	-2	106	0.1	9	0
CC(C)[C@H](NC(=O)C1CC(=O)N(c2ccc(F)cc2)C1)C(=O)N1CCCCC1 (some centres undefined)	102	104	4	1	5	87	-1.5	-3	0
CCOc1ccc(NC(=S)N(CCN2CCOCC2)Cc2ccc3c(c2)CCCN3CC)cc1	106	97	-17	15	12	88	1.5	4	7
COc1ccccc1N1CCN(Cc2nc3ccccc3[nH]2)CC1	97	98	8	1	-2	87	-0.3	1	0
Cc1ccc(C)c(C(=O)C(C)OC(=O)CN2C(=O)NC3(CC(C)CC(C)(C)C3)C2=O)c1 (centres undefined)	98	100	-12	1	5	110	-1.8	0	0
C=CCNC(=S)NNC(=O)COc1ccc(Cl)cc1Cl	93	92	4	-23	-23	106	-0.6	0	1
O=C1COc2ccccc2N1Cc1ccccc1Cl	105	90	1	2	-2	108	1.3	1	0
C#CCOCCOCCOCCNc1nc(N2CCN(C(=O)[C@H](Cc3cc4ccccc4[nH]3)n3cc([C@@H](N)C(C)CC)nn3)CC2)nc(N2CCN(C(=O)[C@H](CCCCN)n3cc([C@@H](N)CO)nn3)CC2)n1 (some centres undefined)	.	.	.	0	-3	.	4.3	-4	.
CCOC(=O)C1CN(S(=O)(=O)c2ccc(C)cc2)CCN1S(=O)(=O)c1ccc(C)cc1 (centres undefined)	98	110	11	6	2	91	-0.3	2	0
CCN(CC(=O)NCc1cccs1)C(=O)c1cc(S(=O)(=O)N2CCOCC2)ccc1C	105	96	-3	-10	-17	109	2.4	4	4

Structural class, those above with an NH in an aromatic ring
structure	AGP1-GFP MLPCN	CIT2 TOR yeast	VLA-4 inh	Bcl-xL primary	MCL1-BIM inh	Yeast superoxide	MEX-5 binding	GLD-1 TGE inh	GRK2 aptamer HTS
COc1ccccc1N1CCN(Cc2nc3ccccc3[nH]2)CC1	97	98	8	1	-2	87	-0.3	1	0
C#CCOCCOCCOCCNc1nc(N2CCN(C(=O)[C@H](Cc3cc4ccccc4[nH]3)n3cc([C@@H](N)C(C)CC)nn3)CC2)nc(N2CCN(C(=O)[C@H](CCCCN)n3cc([C@@H](N)CO)nn3)CC2)n1 (some centres undefined)	.	.	.	0	-3	.	4.3	-4	.

(list continues)
structure	AGP1-GFP MLPCN	CIT2 TOR yeast	VLA-4 inh	Bcl-xL primary	MCL1-BIM inh	Yeast superoxide	MEX-5 binding	GLD-1 TGE inh	GRK2 aptamer HTS
Nc1ccnn1Cc1ccc(Br)s1	93	97	6	1	1	103	.	5	2
OCCOCCn1c(C(CO)Nc2nc(-c3ccccc3Br)cs2)nc2ccccc21 (centres undefined)	110	105	1	10	8	100	-1.8	10	2
CCOC(=O)c1nnc(-c2ccccc2)nc1Sc1c(Cl)cccc1Cl	100	93	15	7	9	108	-2.1	1	3
COc1ccc(NS(=O)(=O)c2ccc3oc(=O)c4[nH]c(=O)c(=O)n(C)c4c3c2)cc1	106	110	17	7	0	87	-1.9	3	9
CCCOc1ccc(N2CC(C(=O)Nc3ccccn3)CC2=O)cc1 (centres undefined)	92	88	-10	6	1	100	-0.8	1	16
COc1cc(S(=O)(=O)Nc2ccc(C)cc2)ccc1NC(=O)c1ccncc1	100	99	7	6	2	86	0.4	-1	4
COc1ccc(OC)c(S(=O)(=O)N(C)CC(=O)N2CCOCC2)c1	104	100	4	1	2	105	-3.1	-3	0
CC(NC(=O)c1ccccc1NC(=O)CN1CCc2ccccc2C1)c1ccccc1 (centres undefined)	98	105	0	-5	-15	116	0.4	-2	0
COc1ccc(C(=O)CCN2CCN(c3ccccc3F)CC2)cc1	104	99	3	5	6	93	1.0	-2	2
CCCc1nc2ccccc2c(=O)n1CCc1ccccc1	96	103	-7	2	-1	105	-1.7	7	0
Cc1ccc(CNC(=O)CN(Cc2cccs2)C(=O)C2(C)CC(=O)N=C3C=CC=CN32)cc1 (centres undefined)	98	98	13	1	1	99	-6.3	5	0
COc1ccc(O)c(C(=O)c2cnn(S(=O)(=O)c3ccc(C)cc3)c2)c1	89	83	0	-6	-4	79	.	-10	0
COC(=O)COc1ccc(=O)n(-c2ccccc2)n1	.	95	-1	2	-3	102	-0.7	9	0
Cc1nc(SCc2ccc(Cl)c(Cl)c2)n[nH]1	97	101	0	.	.	90	0.0	.	0
O=CN1CCN(C(=O)c2ccccc2Cl)CC1	95	85	-4	3	7	103	-3.0	-3	3
O=C(NCc1cc(C(F)(F)F)cc(C(F)(F)F)c1)C1CC(c2cccc([N+](=O)[O-])c2)=NO1 (centres undefined)	.	.	.	4	9	.	0.2	-4	.
C=C1C(O)C[C@H]2C(=C)CCC3[C@H](OC(=O)[C@]3(O)CO)[C@@H]12 (some centres undefined)	.	.	.	4	1	.	4.1	-1	.
CCOC(=O)C1CCCc2c1[nH]c1c(C(=O)O)cccc21 (centres undefined)	96	94	17	1	-2	116	-1.2	-2	7
Cn1nnnc1SCCNCc1cccc2ccccc12	112	112	4	-1	3	103	0.4	2	1
CC(C)=CCC12Oc3cc(O)ccc3C1(O)Oc1cc3c(c(O)c1C2=O)C=CC(C)(C)O3 (centres undefined)	112	105	-29	4	2	74	-1.2	14	2
COc1ccc(-c2noc3c2-c2nc(-c4c(F)cccc4F)sc2CC3)cc1	74	76	15	-2	2	109	0.0	3	0
Clc1cccc(Nc2nc(-c3ccncc3)nc3ccccc23)c1	83	78	9	-6	-15	125	-1.2	-5	1
C=CCNc1nc(Nc2ccccc2F)nc(OCC)n1	98	97	-8	-2	-9	97	-1.5	-3	3
CCOC(=O)C1=C(C)N(c2nonc2NC(C)=O)C(N)=C(C#N)C1c1ccccc1F (centres undefined)	95	89	7	5	6	107	1.4	-3	1
COc1ccc(S(=O)(=O)NCc2cccnc2)c2ccccc12	99	101	3	-3	-4	107	1.8	-6	2
S=C(NC1CCCCC1)N1CCOCCOCCN(C(=S)NC2CCCCC2)CCOCC1	113	105	2	27	9	100	-2.4	-5	0
Cc1ccc(S(=O)(=O)N(C)C)cc1NC(=O)C1CCCN(C(=O)c2ccc(Cl)cc2)C1 (centres undefined)	91	83	0	1	0	91	0.1	8	0
O=C(CN(C(=O)c1csnn1)c1cccc2c1CCCC2)NCc1ccccc1	101	99	5	4	8	106	-1.2	-1	0
CCOC(=O)c1ccc(N2C(=O)CC(Sc3nc(O)c(CC)c(=O)[nH]3)C2=O)cc1 (centres undefined)	101	103	29	4	17	91	1.8	0	0
O=C(NCC(=O)N(c1cccnc1)C(C(=O)NC1CCCC1)c1cccs1)c1cccs1 (centres undefined)	98	92	0	2	-5	116	0.6	5	2
CC(C)CCC(C(=O)O)C(C)CC(=O)Nc1ccn(-c2ccccc2)n1 (centres undefined)	99	96	2	2	5	106	-2.0	0	0
O=C(N=c1nc2ccccn2s1)c1ccccc1	94	93	-4	1	12	91	-3.6	9	0
Cn1nc(-c2ccc(Cl)cc2)cc1NC(=O)Nc1ccccc1	100	93	-16	-1	-3	94	4.7	0	2
O=C(Nc1cccc(-c2cccc(Cl)c2)c1)C1CCN(Cc2ccc(CO)o2)CC1	98	94	14	1	5	104	-5.6	5	0
COc1ccc(/C=C(\NC(=O)c2ccccc2)C(=O)NC2CCS(=O)(=O)C2)cc1 (centres undefined)	106	107	22	3	-5	91	0.6	-2	0
COCCN(C(=O)COC(=O)CSc1ccccc1)c1c(N)n(Cc2ccccc2)c(=O)[nH]c1=O	100	97	8	-16	-13	87	-0.8	5	0

Compound profiles, from the list above. Values in the order: AGP1-GFP MLPCN	CIT2 TOR yeast	VLA-4 inh	Bcl-xL primary	MCL1-BIM inh	Yeast superoxide	MEX-5 binding	GLD-1 TGE inh	GRK2 aptamer HTS
COc1ccc(OC)c(S(=O)(=O)N(C)CC(=O)N2CCOCC2)c1 is entered as 104	100	4	1	2	105	-3.1	-3	0
COC(=O)c1ccc(/C=N/n2c(C)nc3ccccc3c2=O)cc1 is entered as 98	96	41	0	-9	105	0.1	5	0

Exported field by field: 4 of the compounds above.
smiles: O=C(Nc1cccc(-c2cccc(Cl)c2)c1)C1CCN(Cc2ccc(CO)o2)CC1
  AGP1-GFP MLPCN: 98
  CIT2 TOR yeast: 94
  VLA-4 inh: 14
  Bcl-xL primary: 1
  MCL1-BIM inh: 5
  Yeast superoxide: 104
  MEX-5 binding: -5.6
  GLD-1 TGE inh: 5
  GRK2 aptamer HTS: 0
smiles: COc1cc(S(=O)(=O)Nc2ccc(C)cc2)ccc1NC(=O)c1ccncc1
  AGP1-GFP MLPCN: 100
  CIT2 TOR yeast: 99
  VLA-4 inh: 7
  Bcl-xL primary: 6
  MCL1-BIM inh: 2
  Yeast superoxide: 86
  MEX-5 binding: 0.4
  GLD-1 TGE inh: -1
  GRK2 aptamer HTS: 4
smiles: CCOC(=O)c1ccc(N2C(=O)CC(Sc3nc(O)c(CC)c(=O)[nH]3)C2=O)cc1 (centres undefined)
  AGP1-GFP MLPCN: 101
  CIT2 TOR yeast: 103
  VLA-4 inh: 29
  Bcl-xL primary: 4
  MCL1-BIM inh: 17
  Yeast superoxide: 91
  MEX-5 binding: 1.8
  GLD-1 TGE inh: 0
  GRK2 aptamer HTS: 0
smiles: O=C(NCC(=O)N(c1cccnc1)C(C(=O)NC1CCCC1)c1cccs1)c1cccs1 (centres undefined)
  AGP1-GFP MLPCN: 98
  CIT2 TOR yeast: 92
  VLA-4 inh: 0
  Bcl-xL primary: 2
  MCL1-BIM inh: -5
  Yeast superoxide: 116
  MEX-5 binding: 0.6
  GLD-1 TGE inh: 5
  GRK2 aptamer HTS: 2

(further entries)
structure	AGP1-GFP MLPCN	CIT2 TOR yeast	VLA-4 inh	Bcl-xL primary	MCL1-BIM inh	Yeast superoxide	MEX-5 binding	GLD-1 TGE inh	GRK2 aptamer HTS
C/C(=N/NC(=O)c1cc(-c2ccccc2)nc2c(Cl)cccc12)c1cccnc1	92	91	-3	.	.	96	-0.6	.	3
COC(=O)c1ccccc1NC(=S)N1CCOCC1	101	108	5	2	5	96	-2.1	-3	0
CCOC(=O)c1cnc(Nc2nc3ccccc3o2)nc1CSC(=S)N1CCCCC1	102	94	-15	-2	-2	92	-2.9	5	4
Oc1ccc(Cl)cc1CNCC1CCCO1 (centres undefined)	94	89	10	3	5	95	-1.8	0	0
c1ccc(-c2nnc(CN3CCCc4ccccc43)o2)cc1	99	104	-76	65*	72*	91	-5.8	-4	0
N#Cc1nc(Cl)c(Cl)c(NN)c1Cl	95	84	4	6	7	107	-3.4	8	1
Cc1ccc(-n2c(CNc3ccc(F)cc3)nnc2SCC(=O)N2CCCC2)cc1	100	96	5	1	3	99	0.5	1	0
CC(=O)Nc1ccc(SCC(=O)c2cc(C)n(-c3ccccc3F)c2C)cc1	102	93	22	-6	-3	74	2.6	7	0
CCN1C(=O)c2cccc3c(S(=O)(=O)Nc4ccccc4O)ccc1c23	94	96	6	11	7	104	1.9	7	0
CC(=O)c1ccc(S(=O)(=O)Nc2ccc(-c3ccc4nncn4n3)cc2)cc1	96	105	-4	9	7	96	0.3	4	0
CC1CN(C(=S)Nc2cccc(Cl)c2)CC(C)O1 (centres undefined)	105	110	6	6	10	96	-1.2	1	0
